TcdB inh = TcdB glycohydrolase inhibition; P18177; TcdB glycohydrolase enzymatic assay, plate reader; inhibition, % at 9.99 µM; 350,000 compounds, 0.24% hits; in the data active = inhibition above about 10%
Target sequence (P18177 whole entry, looked up): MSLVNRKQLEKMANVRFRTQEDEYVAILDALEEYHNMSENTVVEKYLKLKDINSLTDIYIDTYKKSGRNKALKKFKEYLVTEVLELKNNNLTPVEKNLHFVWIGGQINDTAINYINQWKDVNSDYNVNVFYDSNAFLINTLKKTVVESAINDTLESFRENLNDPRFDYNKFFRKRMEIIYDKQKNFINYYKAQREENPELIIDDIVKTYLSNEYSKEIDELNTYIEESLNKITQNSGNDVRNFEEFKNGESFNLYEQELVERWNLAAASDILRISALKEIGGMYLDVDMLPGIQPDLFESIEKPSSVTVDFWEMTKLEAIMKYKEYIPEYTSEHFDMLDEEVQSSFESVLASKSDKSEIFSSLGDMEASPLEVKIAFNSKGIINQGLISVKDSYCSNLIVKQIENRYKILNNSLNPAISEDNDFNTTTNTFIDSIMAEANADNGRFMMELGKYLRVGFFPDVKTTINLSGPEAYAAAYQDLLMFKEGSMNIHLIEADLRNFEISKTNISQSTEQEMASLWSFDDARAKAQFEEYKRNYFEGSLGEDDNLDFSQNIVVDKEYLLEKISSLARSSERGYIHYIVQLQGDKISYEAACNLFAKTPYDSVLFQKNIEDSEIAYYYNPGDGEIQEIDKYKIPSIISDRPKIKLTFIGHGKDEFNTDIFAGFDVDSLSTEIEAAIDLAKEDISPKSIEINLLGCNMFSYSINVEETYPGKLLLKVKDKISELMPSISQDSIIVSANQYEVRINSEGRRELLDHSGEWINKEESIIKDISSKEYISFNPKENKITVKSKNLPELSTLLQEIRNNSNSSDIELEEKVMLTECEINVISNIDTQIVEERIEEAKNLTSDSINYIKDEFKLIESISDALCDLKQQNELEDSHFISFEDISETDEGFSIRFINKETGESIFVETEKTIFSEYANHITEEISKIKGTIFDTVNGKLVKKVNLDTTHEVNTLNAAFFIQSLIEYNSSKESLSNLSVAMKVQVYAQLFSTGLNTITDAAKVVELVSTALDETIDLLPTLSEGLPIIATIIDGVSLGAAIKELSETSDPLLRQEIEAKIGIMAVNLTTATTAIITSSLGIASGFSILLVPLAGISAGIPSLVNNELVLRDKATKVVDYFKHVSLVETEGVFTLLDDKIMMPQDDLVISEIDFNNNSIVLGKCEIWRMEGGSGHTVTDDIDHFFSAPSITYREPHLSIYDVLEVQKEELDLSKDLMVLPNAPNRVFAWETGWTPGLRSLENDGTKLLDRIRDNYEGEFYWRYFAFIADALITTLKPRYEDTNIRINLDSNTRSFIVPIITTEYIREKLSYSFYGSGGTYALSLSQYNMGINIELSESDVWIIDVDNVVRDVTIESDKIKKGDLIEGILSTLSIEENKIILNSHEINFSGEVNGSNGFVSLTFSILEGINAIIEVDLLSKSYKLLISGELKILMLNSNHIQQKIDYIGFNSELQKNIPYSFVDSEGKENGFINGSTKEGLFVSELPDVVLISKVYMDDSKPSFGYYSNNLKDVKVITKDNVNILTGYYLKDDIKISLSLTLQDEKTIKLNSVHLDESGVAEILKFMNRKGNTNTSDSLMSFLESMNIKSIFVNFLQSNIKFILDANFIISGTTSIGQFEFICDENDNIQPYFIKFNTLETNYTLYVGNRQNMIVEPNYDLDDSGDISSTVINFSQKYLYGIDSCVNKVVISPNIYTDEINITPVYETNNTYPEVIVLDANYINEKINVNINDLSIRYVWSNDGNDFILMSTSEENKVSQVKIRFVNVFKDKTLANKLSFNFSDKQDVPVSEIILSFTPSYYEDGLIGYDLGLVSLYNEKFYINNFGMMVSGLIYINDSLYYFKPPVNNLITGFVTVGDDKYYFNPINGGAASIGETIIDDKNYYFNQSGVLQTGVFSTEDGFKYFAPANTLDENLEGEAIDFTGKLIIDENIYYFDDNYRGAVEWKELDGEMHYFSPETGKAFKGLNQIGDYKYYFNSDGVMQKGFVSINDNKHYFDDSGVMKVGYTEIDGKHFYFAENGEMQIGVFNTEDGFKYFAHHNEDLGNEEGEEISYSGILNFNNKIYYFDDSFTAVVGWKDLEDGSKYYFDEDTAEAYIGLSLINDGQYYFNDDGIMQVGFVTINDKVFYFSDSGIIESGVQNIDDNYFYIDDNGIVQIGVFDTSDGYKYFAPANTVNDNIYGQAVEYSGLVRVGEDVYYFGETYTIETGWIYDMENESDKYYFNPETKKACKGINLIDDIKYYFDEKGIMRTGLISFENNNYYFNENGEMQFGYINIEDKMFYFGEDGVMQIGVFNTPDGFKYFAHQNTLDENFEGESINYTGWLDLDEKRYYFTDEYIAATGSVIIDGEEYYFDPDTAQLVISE
Numbers without * were called inactive; & = joins results of further samples. This is a subset (hit frequency here may not be typical).

> C[C@H](CO)N1C[C@H](C)[C@@H](CN(C)C(=O)Nc2ccc(F)cc2)Oc2ccc(NC(=O)Nc3cccc4ccccc34)cc2CC1=O
- TcdB inh: -0.2
> CC(C)NC(=O)Nc1ccc2c(c1)CC(=O)N([C@H](C)CO)C[C@@H](C)[C@@H](CN(C)S(=O)(=O)c1ccc(F)cc1)O2
- TcdB inh: 0.1
> CC(=O)N1[C@H](CO)[C@@H](c2ccc(-c3ccc(C#N)cc3)cc2)C12CN(C(=O)C1CC1)C2
- TcdB inh: 0.3
> C[C@H]1CN([C@@H](C)CO)C(=O)c2cccc(NC(=O)C3CCOCC3)c2O[C@H]1CN(C)C(=O)Nc1ccccc1
- TcdB inh: 0.2
> COc1ccccc1CNC(=O)C[C@H]1CC[C@H]2[C@@H](COC[C@@H](O)CN2Cc2cccc(-c3ccncc3)c2)O1
- TcdB inh: 0.0
> CCNC(=O)[C@@H]1[C@@H](CO)[C@@H]2Cn3c(cccc3=O)[C@H]1N2Cc1cccc(Cl)c1
- TcdB inh: 1.0
> C[C@@H]1CN([C@H](C)CO)C(=O)c2cc(-c3ccc(C(=O)N(C)C)cc3)cnc2O[C@H]1CN(C)Cc1ccc(C(=O)O)cc1
- TcdB inh: 0.6
> CNC[C@@H]1Oc2cc(C#CC(C)(C)O)ccc2S(=O)(=O)N([C@@H](C)CO)C[C@@H]1C
- TcdB inh: -0.9
> C[C@@H]1CCCCO[C@H](CN(C)C(=O)Nc2ccc(F)cc2)[C@@H](C)CN([C@@H](C)CO)C(=O)c2cc(NS(=O)(=O)c3ccccc3)ccc2O1
- TcdB inh: -1.5
> COc1ccc(S(=O)(=O)Nc2ccc3c(c2)C(=O)N([C@H](C)CO)C[C@@H](C)[C@H](CN(C)Cc2ccc(C(=O)O)cc2)OCCCC[C@@H](C)O3)cc1
- TcdB inh: 0.0

> Cc1noc(C)c1NC(=O)N(C)C[C@@H]1Oc2ccc(NC(=O)Nc3ccc(F)cc3)cc2C(=O)N([C@@H](C)CO)C[C@H]1C
- TcdB inh: 0.3
> Cc1ccc(S(=O)(=O)Nc2ccc3c(c2)C(=O)N([C@H](C)CO)C[C@H](C)[C@H](CN(C)C(=O)NC(C)C)OCCCC[C@H](C)O3)cc1
- TcdB inh: 0.7
> C[C@H]1CN([C@@H](C)CO)C(=O)c2cc(NC(=O)c3ccncc3)ccc2O[C@H]1CN(C)Cc1ccc(-c2ccccc2)cc1
- TcdB inh: 1.8
> CCCC(=O)Nc1ccc2c(c1)C(=O)N(C)[C@H]1CC[C@@H](CC(=O)Nc3ccccc3)O[C@H]1CO2
- TcdB inh: 0.2
> OC[C@H]1[C@@H](c2ccc(C#CC3CCCC3)cc2)[C@H]2CN(CCC(F)(F)F)CCCCN21
- TcdB inh: 1.1
> C[C@H](CO)N1C[C@H](C)[C@@H](CN(C)Cc2cccnc2)Oc2cc(C#CC3CC3)ccc2S1(=O)=O
- TcdB inh: 1.6
> N#C[C@H]1[C@H](c2ccccc2)[C@@H](CO)N1S(=O)(=O)c1cccc(F)c1
- TcdB inh: -0.3
> Cc1ccc(S(=O)(=O)N(C)C[C@H]2OCCCC[C@@H](C)Oc3ccc(NC(=O)Nc4cccc5ccccc45)cc3C(=O)N([C@@H](C)CO)C[C@H]2C)cc1
- TcdB inh: -0.9
> CCC(=O)N1CCCCN2[C@H](CO)[C@H](c3ccc(-c4ccc(F)cc4)cc3)[C@@H]2C1
- TcdB inh: 0.5
> CCCNC(=O)Nc1ccc2c(c1)C(=O)N(C)[C@@H]1CC[C@H](CC(=O)NCCCN(C)C)O[C@@H]1CO2
- TcdB inh: 0.1

> C[C@@H]1CCCCO[C@@H](CN(C)CC2CCCCC2)[C@@H](C)CN([C@@H](C)CO)C(=O)c2cc(NS(=O)(=O)c3ccc(F)cc3)ccc2O1
- TcdB inh: -1.0
> CC(C)=CCC/C(C)=C/CN1C(=O)N(c2ccc(F)cc2)[C@H]2C[C@@H](c3ccccc3)[C@@H](C)[C@@H](C(=O)N3CCOCC3)C[C@H]21
- TcdB inh: 1.1
> C[C@H]1CN([C@@H](C)CO)C(=O)Cc2cc(NC(=O)c3ccncc3)ccc2O[C@@H]1CN(C)Cc1ccc(-c2ccccc2)cc1
- TcdB inh: 0.2
> CCCNC(=O)N1CC2(CCN(C(=O)CCC)CC2)c2c(n(C)c3cc(OC)ccc23)[C@@H]1CO
- TcdB inh: -0.5
> CN(C)C(=O)C[C@H]1CC[C@@H]2[C@H](COc3ccc(NC(=O)C4CCCC4)cc3C(=O)N2C)O1
- TcdB inh: -0.3
> COCCNC(=O)[C@@H]1[C@@H](CO)[C@@H]2Cn3c(cccc3=O)[C@H]1N2Cc1cc(F)ccc1F
- TcdB inh: 0.0
> COCC(=O)N1CC2(CN(S(C)(=O)=O)C2)c2c(n(C)c3cc(OC)ccc23)[C@@H]1CO
- TcdB inh: 1.2
> C=CCCC1CN(Cc2ccc(OC)cc2)S(=O)(=O)c2c(Oc3ccc(C)cc3)cccc2O1 (configuration not stated)
- TcdB inh: -1.5
> C[C@H]1CN([C@@H](C)CO)C(=O)c2cc(-c3ccncc3)cnc2O[C@@H]1CN(C)C
- TcdB inh: -0.8
> O=C(C1CCOCC1)N1CC(=O)N2[C@H](C1)[C@@H](c1ccc(C#CC3CCCC3)cc1)[C@@H]2CO
- TcdB inh: -0.6

Shown tab-delimited: part of the list above
molecule	TcdB inh
C[C@H]1CN([C@@H](C)CO)C(=O)Cc2cc(NC(=O)c3ccncc3)ccc2O[C@@H]1CN(C)Cc1ccc(-c2ccccc2)cc1	0.2
CCCNC(=O)N1CC2(CCN(C(=O)CCC)CC2)c2c(n(C)c3cc(OC)ccc23)[C@@H]1CO	-0.5
CN(C)C(=O)C[C@H]1CC[C@@H]2[C@H](COc3ccc(NC(=O)C4CCCC4)cc3C(=O)N2C)O1	-0.3
COCCNC(=O)[C@@H]1[C@@H](CO)[C@@H]2Cn3c(cccc3=O)[C@H]1N2Cc1cc(F)ccc1F	0.0

The results go on.
> CNC(=O)C[C@@H]1CC[C@H]2[C@@H](COc3ccc(NC(=O)c4ccc(F)c(F)c4)cc3C(=O)N2C)O1
- TcdB inh: -1.5
> O=C(C[C@@H]1CC[C@H](NS(=O)(=O)c2ccc(F)cc2)[C@H](CO)O1)NCc1ccncn1
- TcdB inh: 2.0
> C[C@@H]1CCCCO[C@H](CN(C)S(=O)(=O)c2ccc(Cl)cc2)[C@@H](C)CN([C@@H](C)CO)C(=O)c2cc(NC(=O)Nc3ccc(F)cc3)ccc2O1
- TcdB inh: 0.0
> CN(C)CCCNC(=O)C[C@H]1CC[C@@H]2[C@H](COc3ccc(NC(=O)c4cccc(F)c4)cc3C(=O)N2C)O1
- TcdB inh: 2.0
> O=C(N[C@@H]1CC[C@@H](CCNS(=O)(=O)c2cccc(Cl)c2)O[C@H]1CO)c1ccncc1
- TcdB inh: 0.3
> O=C(NCC[C@@H]1CC[C@H](NS(=O)(=O)c2cccc(F)c2)[C@@H](CO)O1)C1CC1
- TcdB inh: 0.2
> C[C@@H]1CN([C@@H](C)CO)C(=O)c2cc(C#CC3CC3)cnc2O[C@@H]1CN(C)C
- TcdB inh: -1.0
> C[C@H](CO)N1C[C@H](C)[C@H](CN(C)Cc2ccc(C(=O)Nc3ccccc3N)cc2)Oc2ccc(NC(=O)CCN3CCOCC3)cc2CC1=O
- TcdB inh: -0.2
> C[C@@H]1CCCCO[C@@H](CN(C)CC2CCCCC2)[C@@H](C)CN([C@@H](C)CO)C(=O)c2cc(NS(=O)(=O)c3cn(C)cn3)ccc2O1
- TcdB inh: 0.7
> COc1ccc(CN(C)C[C@H]2OCCCC[C@@H](C)Oc3ccc(NC(=O)C4CCCCC4)cc3C(=O)N([C@@H](C)CO)C[C@@H]2C)cc1
- TcdB inh: 0.5

> CO[C@H]1CC[C@H]2CCOc3ccc(C#N)cc3C(=O)N(C)C[C@@H](OC)[C@H](C)C(=O)N(C)C[C@@H]1O2
- TcdB inh: -0.7
> C[C@H]1CN([C@@H](C)CO)C(=O)c2cc(NS(C)(=O)=O)ccc2O[C@@H]1CN(C)Cc1ccc(Cl)c(Cl)c1
- TcdB inh: 0.0
> CC(C)C#Cc1ccc([C@@H]2[C@H]3CN(C(=O)Nc4ccccc4)CCCCN3[C@H]2CO)cc1
- TcdB inh: 0.1
> COc1ccc(S(=O)(=O)N(C)C[C@H]2Oc3ccc(NC(=O)Nc4ccc5c(c4)OCO5)cc3CC(=O)N([C@H](C)CO)C[C@H]2C)cc1
- TcdB inh: -0.3
> C[C@H]1CN([C@@H](C)CO)C(=O)Cc2cc(NC(=O)C3CC3)ccc2O[C@H]1CN(C)Cc1ccc(-c2ccccc2)cc1
- TcdB inh: 0.7
> Cc1cccc(S(=O)(=O)N(C)C[C@@H]2OCc3ccccc3-c3ccccc3C(=O)N([C@@H](C)CO)C[C@@H]2C)c1
- TcdB inh: 0.3
> CO[C@@H]1CN(C)C(=O)c2ccc(NC(=O)c3ccc(-c4ccccc4)cc3)cc2OC[C@@H](C)NC[C@H]1C
- TcdB inh: 1.5
> C[C@@H]1CN([C@@H](C)CO)S(=O)(=O)c2ccc(C#Cc3ccncc3)cc2O[C@@H]1CN(C)S(=O)(=O)c1ccccc1
- TcdB inh: -0.6
> C[C@@H]1CN([C@@H](C)CO)C(=O)c2cccc(NC(=O)c3ccncc3)c2O[C@H]1CN(C)C(=O)Nc1ccc(F)cc1
- TcdB inh: -2.6
> C[C@@H]1CCCCO[C@@H](CN(C)Cc2ccncc2)[C@H](C)CN([C@@H](C)CO)C(=O)c2cc(NC(=O)Nc3ccccc3)ccc2O1
- TcdB inh: -1.1

> O=C(C[C@@H]1CC[C@@H](NC(=O)CCN2CCCCC2)[C@@H](CO)O1)Nc1ccccc1
- TcdB inh: 0.3
> Cc1ccc(S(=O)(=O)Nc2ccc3c(c2)C(=O)N([C@H](C)CO)C[C@@H](C)[C@@H](CN(C)C(=O)NC2CCCCC2)OCCCC[C@H](C)O3)cc1
- TcdB inh: 0.8
> CCCC(=O)Nc1ccc2c(c1)OC[C@H](C)N(Cc1cncnc1)C[C@H](C)[C@@H](OC)CN(C)C2=O
- TcdB inh: -0.6
> COCC(=O)NC[C@H]1[C@@H](c2ccc(C3=CCCC3)cc2)[C@@H](CO)N1C(C)=O
- TcdB inh: -0.8
> CO[C@@H]1CN(C)C(=O)c2cc(NC(C)=O)ccc2OC[C@H](C)NC[C@H]1C
- TcdB inh: -6.2
> O=C(C[C@@H]1CC[C@H]2[C@@H](COC[C@@H](O)CN2S(=O)(=O)c2ccccc2F)O1)NCc1ccccc1F
- TcdB inh: 0.5
> COc1ccc(NC(=O)N(C)C[C@H]2Oc3c(NS(=O)(=O)c4ccc(C)cc4)cccc3C(=O)N([C@H](C)CO)C[C@@H]2C)cc1
- TcdB inh: -0.3
> C[C@@H]1CN([C@H](C)CO)S(=O)(=O)c2ccc(/C=C/c3ccccc3)cc2O[C@H]1CN(C)C(=O)c1cccnc1
- TcdB inh: 3.2
> Cc1ccc(S(=O)(=O)Nc2ccccc2OC(C(=O)OC(C)(C)C)C(=O)OC(C)(C)C)cc1
- TcdB inh: -1.1
> CNC[C@@H]1Oc2ccc(NC(=O)Nc3ccc(F)cc3)cc2CC(=O)N([C@@H](C)CO)C[C@H]1C
- TcdB inh: -0.7

> C[C@H](NC(=O)C[C@@H]1CC[C@H](NC(=O)C2CCC2)[C@@H](CO)O1)c1ccccc1
- TcdB inh: 0.1
> COc1cccc(-c2ccc(CC[C@H]3O[C@H]4CC[C@@H](CO)O[C@H]4C[C@@H]3NC(=O)c3cnccn3)cc2)c1
- TcdB inh: 0.8
> COCC(=O)NC[C@@H]1[C@@H](c2ccccc2)[C@H](CO)N1C(=O)c1ccccc1
- TcdB inh: -0.9
> CCCNC(=O)N[C@@H]1C=C[C@H](CC(=O)NC2CCCCC2)O[C@H]1CO
- TcdB inh: 0.7
> COc1ccccc1S(=O)(=O)N(C)C[C@H]1OCc2ccccc2-c2ccccc2C(=O)N([C@@H](C)CO)C[C@H]1C
- TcdB inh: 0.4
> CCCNC(=O)[C@@H]1[C@@H](CO)[C@@H]2Cn3c(ccc(-c4ccccc4)c3=O)[C@H]1N2C(=O)CC
- TcdB inh: 0.3
> COc1ccc(-c2cnc3c(c2)C(=O)N([C@@H](C)CO)C[C@H](C)[C@H](CN(C)Cc2cccnc2)O3)cc1
- TcdB inh: -2.0
> CCCC#Cc1ccc2c(c1)O[C@H](CN(C)C(=O)c1ccccn1)[C@H](C)CN([C@H](C)CO)S2(=O)=O
- TcdB inh: 2.6
> C[C@@H]1CN([C@H](C)CO)C(=O)Cc2cc(NC(=O)NC3CCCCC3)ccc2O[C@H]1CN(C)C(=O)Nc1ccc(C(F)(F)F)cc1
- TcdB inh: 0.2
> C[C@@H]1CN([C@@H](C)CO)S(=O)(=O)c2ccc(C3=CCCCC3)cc2O[C@H]1CN(C)Cc1ccccn1
- TcdB inh: 0.8

> CC(C)C#Cc1ccc2c(c1)O[C@@H](CN(C)C(=O)Cc1ccccn1)[C@@H](C)CN([C@H](C)CO)S2(=O)=O
- TcdB inh: -0.5
> CCCNC(=O)[C@@H]1[C@@H](CO)[C@@H]2Cn3c(cccc3=O)[C@H]1N2S(=O)(=O)c1ccccc1C
- TcdB inh: 0.2
> CO[C@H]1CN(C)C(=O)c2ccc(NC(=O)C3CCOCC3)cc2OC[C@@H](C)N(CC2CC2)C[C@H]1C
- TcdB inh: -0.2
> C[C@H](CO)N1C[C@H](C)[C@@H](CN(C)C)Oc2ncc(C#CCN(C)C)cc2C1=O
- TcdB inh: 0.5
> C[C@@H]1CN([C@@H](C)CO)C(=O)c2cc(NS(=O)(=O)c3ccccc3)ccc2O[C@@H](C)CCCCO[C@@H]1CN(C)S(=O)(=O)c1ccc(Cl)cc1
- TcdB inh: 1.6
> C[C@H](CO)N1C[C@H](C)[C@H](CN(C)C(=O)C2CCCCC2)Oc2ncc(C#CC3CCCC3)cc2C1=O
- TcdB inh: -0.2
> O=C(C1CCOCC1)N1C[C@@H]2N[C@H](C1)C2c1ccc(-c2cncnc2)cc1 (some centres not stated)
- TcdB inh: -0.8&-0.5
> C[C@@H]1CN([C@H](C)CO)S(=O)(=O)c2ccc(C#Cc3ccc(F)cc3)cc2O[C@H]1CN(C)S(=O)(=O)c1ccc(F)cc1
- TcdB inh: 0.2
> C[C@H]1CN([C@@H](C)CO)C(=O)c2ccccc2-c2ccccc2CO[C@H]1CN(C)S(=O)(=O)c1ccsc1
- TcdB inh: 0.1
> Cc1ccc(S(=O)(=O)N[C@H]2C=C[C@@H](CC(=O)NCc3ccccc3F)O[C@@H]2CO)cc1
- TcdB inh: 0.3
> Cc1ccccc1-c1ccc2c(c1)[C@@H]1C[C@H]3[C@@H](CN1CC2)[C@H](C)ON3C
- TcdB inh: -1.2
